RmlCD inh 1536: M. tuberculosis RmlC/RmlD coupled enzyme inhibitors, primary screen, biochemical, compound mixtures, 384-well, from 1536-well plates; RmlC+RmlD coupled enzyme assay, percent inhibition; primary screen in compound mixtures; inhibition, % at 3.6 µM; dTDP-4-dehydrorhamnose reductase (Mycobacterium tuberculosis (strain ATCC 25618 / H37Rv)) …; 160,000 tested, 0.03% active; in the data active means inhibition mostly above about 34%, no sharp cut-off; inconclusive means no clear call, values can overlap the other calls; inactive means mostly below about 22%; further: some results filed as inactive read as strong as hits
Target sequence (P9WH09 whole entry, looked up): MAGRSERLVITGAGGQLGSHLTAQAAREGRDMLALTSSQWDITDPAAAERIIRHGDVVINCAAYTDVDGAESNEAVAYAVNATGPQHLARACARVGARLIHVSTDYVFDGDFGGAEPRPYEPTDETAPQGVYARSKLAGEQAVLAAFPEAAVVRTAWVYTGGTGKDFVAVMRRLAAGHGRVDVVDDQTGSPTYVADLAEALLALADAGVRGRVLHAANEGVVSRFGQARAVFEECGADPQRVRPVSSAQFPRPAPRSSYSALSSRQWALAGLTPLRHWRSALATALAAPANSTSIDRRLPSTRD
Target sequence (P9WH11 whole entry, looked up): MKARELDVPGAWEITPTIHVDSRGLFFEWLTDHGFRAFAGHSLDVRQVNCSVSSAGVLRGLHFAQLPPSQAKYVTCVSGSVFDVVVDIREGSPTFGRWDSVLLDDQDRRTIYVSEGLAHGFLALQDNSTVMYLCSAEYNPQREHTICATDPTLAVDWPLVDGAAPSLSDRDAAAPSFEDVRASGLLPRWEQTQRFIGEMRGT
GlmU inhibition: inhibition of mycobacterial GlmU enzyme – biochemical, glucosamine-1-phosphate acetyltransferase (AID 1376). M. tuberculosis GlmU acetyltransferase enzyme assay; higher % means a stronger effect. Bifunctional protein GlmU (Mycobacterium tuberculosis (strain ATCC 25618 / H37Rv)). inhibition, %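 (tested at 30 µM in the primary screen)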; hits with a dose series show IC50 in µM. 220,000 tested, 0.25% active; in the data active means inhibition above about 13%; inconclusive means no clear call, values can overlap the other calls;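 further: 0% = complete reaction with vehicle and 100% = reaction without substrate; strong numbers were not always called active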
Numbers without * were called inactive; ? = inconclusive; . = no result given.

Value order – RmlCD inh 1536	GlmU inhibition
CCCCc1nnc(NC(=O)CCSc2ccccc2)s1
  .	1.0%
CCOc1ncccc1C(=O)N1CCN(c2ccc(C(F)(F)F)cn2)CC1
  -5.6	3.0%
CCOC(=O)c1c(C)c(C)n(Cc2ccc(OC)c(OC)c2)c1C
  .	-1.2%
CC1Cc2nc(SCC(=O)Nc3ccc4c(c3)OCCO4)n(C)c(=O)c2S1 (centres undefined)
  1.4	-2.0%
COCC(=O)N1CCN(c2cccc(Cl)c2)CC1
  -11.4	-0.4%
COc1ccc(-c2[nH]c(-c3ccc4c(c3)OCO4)nc2-c2ccccc2)cc1
  2.4	4.6%
Cc1ccn2c(-c3csc(NCc4ccccc4)n3)c(C)nc2c1
  .	2.9%
Cc1ccc2cc(C)c3nnc(SCc4ccc(C(=O)O)cc4)n3c2c1C
  9.7	10.3%
Cc1nc(CN2CCN(C(=O)c3ccc(C(C)(C)C)cc3)CC2)cs1
  .	4.7%
Cc1nc2nc3c(c(=O)n2[nH]1)CCC3
  -12.0	0.9%

Next results:
Value order – RmlCD inh 1536	GlmU inhibition
CN(C)c1cc[n+](Cc2ccccc2)cc1
  .	1.3%
CC(C)/C=C1\CCc2c([nH]c3ccccc23)C1=O
  .	1.6%
COc1ccccc1NC(=S)NC(=O)/C=C/c1ccco1
  5.0	5.2%
CCCOC(=O)c1ccc(NC(=O)C2C3C=CC(O3)C2C(=O)O)cc1 (centres undefined)
  .	-2.2%
CCC(=O)NC(=S)Nc1ccc(OC)cc1OC
  -1.3	1.6%
Cc1ccc(Oc2cc(NC(=O)CCCn3nc(C)c([N+](=O)[O-])c3C)cc([N+](=O)[O-])c2)cc1
  29.2	0.8%
S=C(NCC1CCCO1)N1CCN(c2nc(-c3ccccc3)cs2)CC1 (centres undefined)
  7.8	1.5%
CCn1cc(C(=O)NC2CCCCC2)c(=O)c2ccc(C)nc21
  16.7	1.6%
C=CCNC(=S)NNC(=O)C(CCCC)CC(O)COCC(C)C (centres undefined)
  -7.0	3.6%
Oc1ccc(/C=N/Nc2nc(-c3ccc(Cl)cc3)cc(C(F)(F)F)n2)cc1
  -13.8	-0.7%

Other compounds.
Value order – RmlCD inh 1536	GlmU inhibition
CCC(C)Sc1nc(O)c(Cc2ccccc2)c(=O)[nH]1 (centres undefined)
  1.6	-0.7%
CC(=O)n1cc([C@@H]2C=C(C(=O)NCc3ccccc3)O[C@H](OCCCCO)C2)c2ccccc21
  .	2.6%
CC(C)Oc1ccc(CC2(CCc3ccncc3)C(=O)NC(=O)NC2=O)cc1
  -14.3	2.3%
NCC(CC(=O)O)C1CCCCC1 (centres undefined)
  .	-2.7%
CC1(C)Cc2c(c(N3CCOCC3)nc3sc4c(=O)[nH]cnc4c23)CS1
  21.2	-3.9%
CCC(=O)Nc1ccc(NC(=O)C23CC4CC(CC(C4)C2)C3)cn1
  .	1.4%
O=S(=O)(c1ccccc1)c1nc(-c2ccccc2)oc1NCc1cccnc1
  .	-2.7%
O=C(COC(=O)COc1ccccc1)Nc1ccc(S(=O)(=O)N2CCOCC2)cc1
  8.2	-0.8%
CCN(CC)CC(O)Cn1c2ccccc2c2ccccc21 (centres undefined)
  9.4	4.6%
O=c1o[nH]c(-c2ccccc2)c1C1=NCCCCC1
  2.4	10.0%

Next part
Value order – RmlCD inh 1536	GlmU inhibition
Cn1cc(P(=S)(N2CCOCC2)N2CCOCC2)cc1P(=O)(N1CCOCC1)N1CCOCC1
  -12.0	7.4%
O=C(NC(=S)NCC1COc2ccccc2O1)c1ccccc1 (centres undefined)
  6.1	2.1%
CCOC(=O)c1[nH]c(C)c(/C(O)=C2\C(=O)C(=O)N(CCN(C)C)C2c2cccc(OC)c2OC)c1C (centres undefined)
  .	-2.3%
O=C(CCN1c2ccccc2Sc2ccccc21)OCc1nnc(-c2ccccc2)o1
  -0.5	3.4%
CCC(CC)c1nnc(NC(=O)c2c(C)nn(Cc3ccccc3Cl)c2C)s1
  -8.8	1.4%
O=C1/C(=C/c2ccncc2)CCc2ccccc21
  -7.8	2.8%
Cc1cc(C)cc(CC2CC(=O)N(c3ccc4c(c3)OCCO4)C2=O)c1 (centres undefined)
  3.2	2.9%
N/C(=N\N=C\c1ccc([N+](=O)[O-])cc1)c1nonc1N
  85.5	1.6%
Cc1cc(C)nc(NC(=O)c2cc([N+](=O)[O-])cc([N+](=O)[O-])c2)n1
  -5.0	-2.1%
O=[N+]([O-])c1ccccc1N/N=C/c1ccc2c(c1)OCO2
  0.3	1.7%

In the list so far, these contain a halogen:
Value order – RmlCD inh 1536	GlmU inhibition
CCOc1ncccc1C(=O)N1CCN(c2ccc(C(F)(F)F)cn2)CC1
  -5.6	3.0%
COCC(=O)N1CCN(c2cccc(Cl)c2)CC1
  -11.4	-0.4%
Oc1ccc(/C=N/Nc2nc(-c3ccc(Cl)cc3)cc(C(F)(F)F)n2)cc1
  -13.8	-0.7%
CCC(CC)c1nnc(NC(=O)c2c(C)nn(Cc3ccccc3Cl)c2C)s1
  -8.8	1.4%

Going on with the list:
Value order – RmlCD inh 1536	GlmU inhibition
COC(=O)CSc1nc2sc3c(c2c(=O)[nH]1)CCC3
  7.5	?
COc1ccc(OC)c(C(=O)COC(=O)C2CC3CCCC(C2)C3=O)c1 (centres undefined)
  2.2	3.0%
Cc1cc(NC(=O)c2ccc3c(c2)OCO3)ccc1NC(=O)c1ccco1
  .	-3.5%
COc1ccc(CCNC(=O)c2ccc(Cl)cc2Cl)cc1
  -7.2	2.2%
CN(C)S(=O)(=O)c1cccc(NC(=S)N/N=C/c2cc(Br)ccc2O)c1
  9.8	-0.8%
COC(=O)c1ccccc1NC(=O)Cn1c(CCC(=O)O)ccc1-c1cccs1
  0.1	1.1%
Nc1ccc(-c2nnc(-c3ccc(-c4ccccc4)cc3)o2)cc1
  22.4	2.8%
Cc1ccc(CSc2ccc(-c3ccc4c(c3)OCO4)nn2)cc1
  2.4	3.0%
COc1cc(/C=N/NC(=O)c2cc(C)oc2C)ccc1O
  7.8	-6.4%
CCCCNC(=O)OCCSCCS(=O)(=O)c1ccc(Cl)cc1
  -6.2	3.3%

(next part)
Value order – RmlCD inh 1536	GlmU inhibition
O=C(NNc1c2ccccc2nc2ccccc12)C12CC3CC(CC(C3)C1)C2
  .	-7.5%
COc1cccc(C(=O)Nc2ccc(-c3nc4ccccc4o3)c(O)c2)c1
  -6.5	0.9%
O=C(c1cc2ccccc2oc1=O)N(Cc1ccco1)CC1CCCO1 (centres undefined)
  7.9	3.0%
CCNc1nc(Oc2ccc(Cl)cc2Cl)cc(C(F)(F)F)n1
  -5.6	2.6%
COC(=O)C(NC(=O)c1ccccc1Cl)(Nc1ncc(S(=O)(=O)c2ccc([N+](=O)[O-])cc2)s1)C(F)(F)F (centres undefined)
  -7.2	3.0%
COc1cc2nc(CCc3ccccc3)oc(=O)c2cc1OC
  -13.4	-0.9%
C=CCNC(=O)COc1ccc(Br)cc1Cl
  6.6	2.5%
COc1ccc(-n2cnc3ccccc32)cc1
  6.1	-2.8%
Cc1sc2nc3n(c(=O)c2c1C)CCCS3
  12.9	-3.9%
CCN(CC)S(=O)(=O)c1ccc(Cl)c(C(=O)OCC(=O)c2c(N)n(C)c(=O)n(C)c2=O)c1
  -23.7	11.0%

(further entries)
Value order – RmlCD inh 1536	GlmU inhibition
CS(=O)(=O)N1CCN(C(=O)C2c3ccccc3Oc3ccccc32)CC1
  .	-0.8%
Cc1ccc2nc(-c3ccc4c(c3)NC(=O)CO4)cn2c1
  -7.5	-2.8%
CCOC(=O)c1ccc(NC(=S)N2CCN(S(C)(=O)=O)CC2)cc1
  105.2	7.4%
COc1ccc(CCN(C)C(=O)CCc2nnc(-c3ccccc3)o2)cc1OC
  -8.6	3.5%
CC1=C(C(=O)OC(C)C)C(c2ccccn2)n2ncnc2N1 (centres undefined)
  4.7	0.2%
O=C(CNC(=O)c1ccco1)OCC(=O)c1cccc2ccccc12
  13.7	-4.0%
C=CCOC(=O)C1=C[C@@H](c2coc3ccccc3c2=O)C[C@@H](OCCCCO)O1
  .	-1.0%
CCOC(=O)c1cc(-c2ccccc2)sc1NC(=S)Nc1cccc(C)n1
  0.9	0.8%
COC(=O)c1ccc(NC(=S)NNC(=O)c2ccccc2)cc1
  -14.5	0.1%
O=[N+]([O-])c1ccccc1/C=C/C=N/Nc1nc(N2CCCCC2)nc(N2CCCCC2)n1
  .	2.9%

(further entries)
Value order – RmlCD inh 1536	GlmU inhibition
CC1(C)CCSC(/C=C/c2ccccc2)=N1
  .	6.6%
O=C(NCCO)C(=O)c1c(-c2ccccc2)cc2ccccn12
  -15.8	-3.7%
Cc1ccc(-c2cn(-c3ccc(OC(F)F)cc3)c3[n+]2CCCCC3)cc1
  .	1.7%
Cc1cccc(C)c1NC1=NC(=S)N(c2ccc(N(C)C)cc2)C1(C)C
  -1.5	.
OC(c1ccccn1)C1CCN(Cc2nc(C(c3ccccc3)c3ccccc3)no2)CC1 (centres undefined)
  7.6	6.4%
Cc1ccc(NS(=O)(=O)c2ccc(OCC(=O)NCC3CCCO3)cc2)cc1 (centres undefined)
  -3.2	0.8%
Cc1cnc(SCc2ccc(Cl)cc2Cl)[nH]c1=O
  -8.2	-4.6%
COc1ccc([N+](=O)[O-])cc1N(CC(O)CN(CC(C)C)CC(C)C)S(=O)(=O)c1ccccc1 (centres undefined)
  -2.5	4.1%
Cc1cc(C)nc(NC(=O)Cc2cccs2)n1
  -2.1	1.3%
CC1CCCc2sc3ncn(N)c(=N)c3c21 (centres undefined)
  2.8	-6.5%

Further compounds follow:
Value order – RmlCD inh 1536	GlmU inhibition
CCCn1c(SCC(=O)Nc2ccccc2Oc2ccccc2)n[nH]c1=O
  8.5	0.7%
CN(C)c1ccc(/C=C(\C#N)C(=O)Nc2nc3c(s2)CCN(Cc2ccccc2)C3)cc1
  -11.3	-2.6%
COC(=O)CCCC1=CC2=CC(=O)C(C)(OC(=O)c3cccs3)C(=O)C2=CN1C1CCCC1 (centres undefined)
  8.1	-7.4%
C=CCOC(=O)C1=C(C)NC(=S)NC1/C=C/c1ccccc1 (centres undefined)
  19.9	6.0%
COc1ccccc1C(O)(C(=O)NN(C(=O)c1ccccc1)c1ccccc1C)c1cccs1 (centres undefined)
  .	-1.7%
COc1ccc(C(CC(=O)c2ccccc2)CC(=O)c2ccccc2)cc1
  .	-3.1%
COc1ccccc1C(=O)C1CCCN(C(=O)c2cccnc2SC)C1 (centres undefined)
  -3.8	-4.2%
CN[C@H](C)[C@H](O)c1ccccc1
  -0.4	1.7%
CCOC(=O)Nc1ccc(C)cc1Br
  .	5.1%
CCOc1ccc(-c2cc(CCCC(=O)NCCC(C)C)no2)cc1
  -4.4	2.6%

Additional results:
Value order – RmlCD inh 1536	GlmU inhibition
Cc1ccc(C)c(NS(=O)(=O)c2ccc(OCC(=O)N3CCCC3)cc2)c1
  23.3	2.7%
O=C(CCc1ccccc1)N/N=C/c1cccc([N+](=O)[O-])c1
  0.5	2.6%
O=C(NCc1cccc(F)c1)c1ccc(N2C(=O)Cn3c(cc4sccc43)C2=O)cc1
  -10.2	1.8%
CCc1ccccc1NC(=O)Nc1ccc(F)cc1
  .	1.4%
Cc1ccc(C(=O)NC(=S)NNS(=O)(=O)c2ccc(C)cc2)cc1
  8.4	-1.1%
Cc1ccc(NC(=O)Nc2nnc(Cc3ccc([N+](=O)[O-])cc3)s2)cc1
  0.9	-4.8%
COC(=O)c1cc(-c2ccc(Br)cc2)n[nH]1
  14.6	-2.9%
CCCNC(=O)CN(c1cccc(F)c1)S(C)(=O)=O
  -2.5	-1.8%
CC(=O)NS(=O)(=O)c1ccc(NC(=S)NC(=O)Cc2ccccc2)cc1
  2.0	2.7%
O=C(c1ccc(CS(=O)(=O)c2ccc(Br)cc2)o1)N1CCCC1
  .	9.4%

Reformatted with each value named: three of the compounds above
Compound: Oc1ccc(/C=N/Nc2nc(-c3ccc(Cl)cc3)cc(C(F)(F)F)n2)cc1
  RmlCD inh 1536 = -13.8
  GlmU inhibition = -0.7%

Compound: CCC(C)Sc1nc(O)c(Cc2ccccc2)c(=O)[nH]1 (centres undefined)
  RmlCD inh 1536 = 1.6
  GlmU inhibition = -0.7%

Compound: CC(=O)n1cc([C@@H]2C=C(C(=O)NCc3ccccc3)O[C@H](OCCCCO)C2)c2ccccc21
  RmlCD inh 1536 = .
  GlmU inhibition = 2.6%

Remaining list, next part.
Value order – RmlCD inh 1536	GlmU inhibition
CC1(C)CC(=O)C2=C(C1)Nc1ccccc1N1C(=O)c3ccccc3C21 (centres undefined)
  -6.3	-3.6%
Cc1cccc(NC(=S)NC(=O)/C=C/c2ccccc2)n1
  -0.2	-4.1%
Cc1cc(CNC(=O)COc2ccc(F)cc2)c2ccccc2n1
  -11.6	0.0%
CC(C)(C)n1nnnc1C(c1ccc(F)cc1)N1CCC(C(N)=O)CC1 (centres undefined)
  -5.5	-2.7%
COC(=O)C(CCSC)NC(=O)CNS(=O)(=O)c1ccc(F)cc1 (centres undefined)
  .	1.1%
CCOC(=O)C1=NNC(C(=O)c2ccc(C)cc2)C1c1ccc(C)cc1 (centres undefined)
  1.9	7.6%
CC1Cc2ccccc2N1C(=O)CNc1cccc(S(=O)(=O)N2CCCC2)c1 (centres undefined)
  -13.5	-6.2%
O=C(Cc1nc(-c2cnccn2)no1)NNC(=O)Nc1ccccc1
  .	-1.9%
O=C(Cc1ccccc1)Nc1ccc2c(c1)CCC2
  -10.6	0.6%
O=C(Cn1cc(C(F)(F)F)ccc1=O)N/N=C/c1ccc(O)cc1
  -10.6	2.8%
COC(=O)C(=C/C=C/c1cccnc1)C(=O)OC
  -1.9	-3.4%
Clc1ccc(C(c2nnnn2C2CCCC2)N2CCN(c3nc4ccccc4s3)CC2)cc1 (centres undefined)
  .	0.9%

Only part of the results is shown, so the mix of outcomes need not match the whole.
